CHOP inh = inhibitors of CHOP induction in ER stress response; 220,000 compounds, 3.8% hits; CHO-K1 CHOP-promoter luciferase, tunicamycin-induced, 15-18 h; inhibition, % at 10 µM;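 active = compounds that reduced the stress-induced luciferase reporter signal by more than about 70% of percent inhibition, limit read from the data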;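 note: 0% = tunicamycin plus vehicle and 100% = wells without tunicamycin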
14-3-3 Bad inh = disrupts binding of bovine 14-3-3 zeta to phospho-Bad peptide | P63103 | TR-FRET 14-3-3zeta/Dy647-pBad peptide displacement, 1 h | inhibition, % at 21.7 µM | 220,000 compounds, 0.71% hits | AID 781;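 active = inhibition above about 70%, limit read from the data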;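 note: 0% = full 14-3-3 plus peptide FRET controls and 100% = background without 14-3-3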
Target sequence (P63103 whole entry, looked up): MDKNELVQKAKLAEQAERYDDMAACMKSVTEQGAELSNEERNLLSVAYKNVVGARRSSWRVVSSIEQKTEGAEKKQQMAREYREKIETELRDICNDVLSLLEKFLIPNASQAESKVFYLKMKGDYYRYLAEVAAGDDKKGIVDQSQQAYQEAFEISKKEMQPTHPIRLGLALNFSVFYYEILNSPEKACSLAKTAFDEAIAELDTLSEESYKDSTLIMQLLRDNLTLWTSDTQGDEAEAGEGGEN
NPY Y1 blocker = antagonists of human neuropeptide Y receptor Y1 | HEK293-CNG Y1 cells, membrane potential fluorescence; NPY at EC95, then isoproterenol | 200,000 compounds, 1% hits | inhibition, % at 3.6 µM | P25929;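 active = inhibition above the campaign mean inhibition of all tested compounds plus 3 SD, cut at about 20% in these data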;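 note: 0% = DMSO wells given NPY plus isoproterenol and 100% = isoproterenol alone without NPY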
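material = HEK293 cells with Y1 receptor plus CNG channel | also added = NPY 25 nM then isoproterenol 1 µM plus Ro 20-1724 25 µM | schedule = dye 3 h, compound 60 min room temperature, stimulation 45 min | measured by = membrane potential fluorescence | benchmarks = high control isoproterenol alone, low control NPY with isoproterenol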
TRPML3 agonist = activates the human TRPML3 channel; Q8TDD5; HEK293 TRPML3-YFP, Fluo-8 calcium fluorescence; 100% = the carbachol control signal; activation, % at 3 µM; 220,000 compounds, 0.29% hits;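 active = activation above its plate's cutoff, the mean activation of the plate's test wells plus 3 SD, cut at about 12% in these data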;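 note: 0% = DMSO only wells and 100% = carbachol wells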
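Test system: HEK293 cells stably carrying human TRPML3-YFP; Doses: single dose, 3 µM final nominal compound, 0.3% DMSO final; Schedule: dye loading 1 h 37 °C then 30 min ambient, 125 s read; Technique: Fluo-8 calcium fluorescence; Benchmarks: high control carbachol 87 µM, low control DMSO.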
PGE2 EP2 inh = blocks the human prostaglandin E2 receptor EP2; 260,000 compounds, 0.52% hits; inhibition, % at 25 µM; P43116; C6 glioma cells expressing human EP2, cAMP TR-FRET; cells stimulated with saturating PGE2;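 active = percent inhibition above 40 after rounding to a whole number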;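 note: rat C6 glioma host cells with rolipram phosphodiesterase inhibitor present; the protocol text gives 20 µM as final concentration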
Target sequence (P43116 whole entry, looked up): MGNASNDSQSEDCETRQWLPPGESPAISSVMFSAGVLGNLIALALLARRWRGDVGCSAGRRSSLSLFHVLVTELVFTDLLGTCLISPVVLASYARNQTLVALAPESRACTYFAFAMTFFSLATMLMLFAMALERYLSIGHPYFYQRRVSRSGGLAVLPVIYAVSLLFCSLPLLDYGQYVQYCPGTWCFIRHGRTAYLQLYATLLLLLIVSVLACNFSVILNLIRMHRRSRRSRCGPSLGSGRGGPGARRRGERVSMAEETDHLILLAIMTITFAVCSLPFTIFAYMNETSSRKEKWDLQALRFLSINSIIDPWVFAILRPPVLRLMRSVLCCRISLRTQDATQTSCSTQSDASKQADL
EP2 modulator = EP2 receptor (human) modulation; P43116; EP2-expressing cells, cAMP HTRF FRET, PGE2 co-stimulation; induction, % at 25 µM; 260,000 compounds, 0.83% hits;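 active = compounds whose cAMP rise, as percent of the full-agonist control response, exceeds 60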;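 note: rat C6 glioma line stably carrying human EP2 under a CMV promoter; the protocol text gives 20 µM as final concentration; 100% = response of wells given 1 µM PGE2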
PPC-1+TRAIL kill = compounds killing PPC-1 cancer cells with TRAIL present (potentiator screen, no TRAIL-free arm). cell killing (% activity), % at 4 µM. AID 1443. PPC-1 cells + TRAIL, ATPLite viability luminescence. 220,000 compounds, 0.41% hits;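 active = cell killing above 50% in the first pass at 4 µM, then a duplicate retest at 5 µM averaging 50% or more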;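 note: plate controls were cells with TRAIL plus DMSO for no effect and medium-only wells lacking cells for full effect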
zfTRPN1 agonist = agonists of zebrafish TRPN1 channel | 220,000 compounds, 0.18% hits | activation, % at 3 µM | HEK293 zebrafish TRPN1-YFP, Fluo-8 calcium fluorescence; 100% = response to 87 µM carbachol | AID 1424;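 active = activation above its plate's cutoff, the mean activation of test wells on that plate plus 3 SD, cut at about 19% in these data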;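 note: 0% = DMSO alone and 100% = 87 µM carbachol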
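Material: zebrafish TRPN1-YFP in HEK293 cells. Doses: one dose of 3 µM, 0.3% DMSO. Incubation: dye 1 h 37 °C plus 30 min RT. Measured by: intracellular calcium fluorescence with Fluo-8.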
NPY1 pot ag = potentiators or agonists of human neuropeptide Y receptor Y1. NPY-Y1 expressing cells, potentiator/agonist activation. AID 1304. activation, % at 3.6 µM. 220,000 compounds, 0.37% hits; in the data active = activation above about 33%, passing the limit was not always enough;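 note: cells stimulated with NPY at EC10 then isoproterenol at EC100; 0% = low agonist plus stimulus and 100% = saturating agonist plus stimulus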
Active calls of the source: *; / = no result given; & = joins results of further samples; [ ] = another dose, or the depositor's remark.

#1 CCCn1c(C2CC(=O)N(c3cc(OC)ccc3OC)C2)nc2ccccc21 (centres undefined)
#2 COC(=O)c1ccc(N)c(N=CC2=C(O)CC(C)(C)CC2=O)c1
#3 CCOC(=O)CC(=O)CSc1nc2c(c(-c3cccs3)c1C#N)CCC2
#4 CCCCC1C(C#N)=C(C)NC2=C1C(=O)CC(C)(C)C2 (centres undefined)
#5 Clc1cccc(NCc2nnc(SCc3ccc(Cl)cc3Cl)o2)c1
#6 Cc1ccccc1N1C(S)=C(C#N)C(=O)NC1c1ccco1 (centres undefined)
#7 Fc1ccc(CSc2ccc3nnc(-c4ccccn4)n3n2)cc1
#8 COC(=O)CN1C(=S)N(c2ccc(OC)cc2)C(=O)C1CC(=O)Nc1ccc(F)cc1 (centres undefined)

Screen / compound no.,1,2,3,4,5,6,7,8
CHOP inh,30,42,-1,39,-6,-9,9,10
14-3-3 Bad inh,11,4,-2[fluorescence artefact?],-3,-5,-24,-25,-8
NPY Y1 blocker,5,-5,10,4,4,-5,3,-7
TRPML3 agonist,-0.1,3.2,0.5,0.2,-0.7,0.7,-0.4,1.5
PGE2 EP2 inh,9,4,14,17,7,10&11,6,7
EP2 modulator,5,-10,52,-8,29,-21&-5,-56,-30
PPC-1+TRAIL kill,28,37,-5,-6,22,-12,25,16
zfTRPN1 agonist,1.1,3.9,-0.1,-1.3,1.1,1.2,-0.6,2.1
NPY1 pot ag,-12,-4,-2,0,-20,8,-2,25

#9 CCOC(=O)c1c(C)[nH]c(C)c1C(=O)COC(=O)c1cc(OC)c(OC)cc1OC
#10 CCN(CC)CCn1nc2c3c(cccc3c1=O)-c1ccccc1-2
#11 C=CCNC(=O)c1onc(CSc2cccc(OC)c2)c1C(=O)O
#12 CCC(C)NCC(=O)Nc1sc2c(c1C(N)=O)CCC2 (centres undefined)
#13 O=C(Nc1cccc(NC(=O)c2ccco2)c1)c1cnccn1
#14 OCCN1CCN(C(=S)c2ccc(-c3ccccc3)cc2)CC1
#15 CCOc1ccccc1N(C(=O)CNC(=O)c1ccco1)C(C(=O)NC(C)(C)C)c1ccncc1 (centres undefined)
#16 C=CCON1C(=O)C(=O)N(OCC=C)[C@H]2CCCC[C@H]21

Screen / compound no.,9,10,11,12,13,14,15,16
CHOP inh,16,-33,23,22,-5,49,25,9
14-3-3 Bad inh,24,5,18,-11[fluorescence artefact?],6,-13,4[fluorescence artefact?],5
NPY Y1 blocker,4,14,17,3,1,/,5,/
TRPML3 agonist,0.1,-0.3,0.0,0.5,0.9,1.3,0.0,0.8
PGE2 EP2 inh,2,17,14,11,14,10,4,6
EP2 modulator,8,-13,13,0,-22,-51,7,9
PPC-1+TRAIL kill,5,20[5 µM],13,28,25,-5,0,-2
zfTRPN1 agonist,0.1,-0.4,0.2,1.2,2.0,0.8,1.3,-0.4
NPY1 pot ag,9,-44,-47,2,-28,7,19,9

Pulled by structure from the entries so far, 6 records:
#1 CCCn1c(C2CC(=O)N(c3cc(OC)ccc3OC)C2)nc2ccccc21 (centres undefined)
#2 COC(=O)c1ccc(N)c(N=CC2=C(O)CC(C)(C)CC2=O)c1
#12 CCC(C)NCC(=O)Nc1sc2c(c1C(N)=O)CCC2 (centres undefined)
#9 CCOC(=O)c1c(C)[nH]c(C)c1C(=O)COC(=O)c1cc(OC)c(OC)cc1OC
#15 CCOc1ccccc1N(C(=O)CNC(=O)c1ccco1)C(C(=O)NC(C)(C)C)c1ccncc1 (centres undefined)
#10 CCN(CC)CCn1nc2c3c(cccc3c1=O)-c1ccccc1-2

Screen / compound no.,1,2,12,9,15,10
CHOP inh,30,42,22,16,25,-33
14-3-3 Bad inh,11,4,-11[fluorescence artefact?],24,4[fluorescence artefact?],5
NPY Y1 blocker,5,-5,3,4,5,14
TRPML3 agonist,-0.1,3.2,0.5,0.1,0.0,-0.3
PGE2 EP2 inh,9,4,11,2,4,17
EP2 modulator,5,-10,0,8,7,-13
PPC-1+TRAIL kill,28,37,28,5,0,20[5 µM]
zfTRPN1 agonist,1.1,3.9,1.2,0.1,1.3,-0.4
NPY1 pot ag,-12,-4,2,9,19,-44

Remaining list, next part
#17 C#CC(CC)(CC)NC(=S)Nc1cccc(C(C)=O)c1
#18 COc1ccc2occ(C(=O)c3cccs3)c2c1
#19 Cc1ccc(OC(=O)c2c(C)nn(-c3ccccc3)c2C)cc1
#20 CC(OC(=O)C1CCCCC1)C(=O)Nc1cccc(Cl)c1 (centres undefined)
#21 Cc1c(C)n(CC(O)CN2CCOCC2)c2ccccc12 (centres undefined)
#22 O=C(CSc1ccccc1Cl)c1ccco1
#23 O=C(c1ccco1)N1CCC(n2nnc3ccccc32)CC1
#24 Cc1nn(Cc2ccccc2)c2c1C(c1ccc(Cl)cc1)C(C#N)=C(N)O2 (centres undefined)
#25 CC1=C(C(=O)OCC(C)C)C(c2cc3c(cc2Br)OCO3)NC(=O)N1C (centres undefined)
#26 O=C(Nc1nc(-c2cc(F)ccc2F)cs1)C1=NN(c2ccccc2)C(=O)CC1
#27 CCN(CC)CCCNc1oc(-c2cccc(Cl)c2)nc1C#N

Screen / compound no.,17,18,19,20,21,22,23,24,25,26,27
CHOP inh,10,6,5,2,37,20,6,25,40,10,4
14-3-3 Bad inh,-3,-9,-4,-4,12,/,3,-5,-1,-1,-9
NPY Y1 blocker,4,4,/,-2,7,3,-1,0,2,6,-6
TRPML3 agonist,-1.1,-0.1,1.3,-0.1,0.9,-1.0,0.3,0.1,-0.3,-0.4,1.2
PGE2 EP2 inh,11,2,21,6,9,7,14,11,9,9,6
EP2 modulator,8,-22,18,-43,11,-9,-8,-11,-16,-35,-52
PPC-1+TRAIL kill,-5,10,30,1,12,23,15,10,8,0,33
zfTRPN1 agonist,-0.4,-1.7,-0.3,-0.8,0.6,-0.8,1.0,-0.2,-0.8,-0.3,-0.2
NPY1 pot ag,-3,-17,-11,-8,-10,-3,9,-13,-14,-39,-9

An excerpt; the hit share may differ from the screen's.
